Compound activity as filed in PubChem BioAssay.
TWEAK Fn14 block: TWEAK-Fn14 signaling inhibition; TWEAK-stimulated Fn14 reporter cells, luciferase luminescence, 8 h; inhibition, % at 10 µM; 360,000 tested, 2% active; in the data active = inhibition above about 50%
Exocytosis inh: lytic granule exocytosis inhibition. TALL-104 LAMP-1 surface exposure, flow cytometry; cells stimulated with thapsigargin and PMA. inhibition, % at 10 µM. 360,000 tested, 0.66% active. AID 651702;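 active = inhibition above about 55%, limit read from the data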
SRC1 inh: inhibitors of human steroid receptor coactivator 1 (SRC1); HEK293 GAL4-SRC1 luciferase reporter, luminescence; inhibition, % at 3.6 µM; 360,000 tested, 0.12% active;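 active = inhibition above the campaign mean plus 3 SD, with each screening campaign given its own cutoff, cut at about 60% in these data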;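 note: 0% = DMSO treated cells and 100% = gossypol at 36 µM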
NCOA2 inhibitor: inhibits human steroid receptor coactivator 2; 370,000 tested, 0.17% active; inhibition, % at 9 µM; HEK293 GAL4-SRC2 luciferase reporter, luminescence; Q15596;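 active = inhibition above the mean inhibition of all tested compounds plus 3 SD, set per campaign, cut at about 52% in these data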;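 note: 0% = DMSO treated cells and 100% = cells given Gossypol at 36 µM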
NR5A2 inv ag: suppresses constitutive activity of human LRH-1; O00482; inhibition, % at 3.6 µM; 360,000 tested, 0.13% active; HEK293T StAR-luciferase reporter, LRH-1 transfected, 24 h;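 active = inhibition above the mean inhibition of all tested compounds plus 3 SD, cut at about 73% in these data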;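 note: 0% = DMSO wells and 100% = reporter-only cells lacking LRH-1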
Target sequence (O00482 whole entry, looked up): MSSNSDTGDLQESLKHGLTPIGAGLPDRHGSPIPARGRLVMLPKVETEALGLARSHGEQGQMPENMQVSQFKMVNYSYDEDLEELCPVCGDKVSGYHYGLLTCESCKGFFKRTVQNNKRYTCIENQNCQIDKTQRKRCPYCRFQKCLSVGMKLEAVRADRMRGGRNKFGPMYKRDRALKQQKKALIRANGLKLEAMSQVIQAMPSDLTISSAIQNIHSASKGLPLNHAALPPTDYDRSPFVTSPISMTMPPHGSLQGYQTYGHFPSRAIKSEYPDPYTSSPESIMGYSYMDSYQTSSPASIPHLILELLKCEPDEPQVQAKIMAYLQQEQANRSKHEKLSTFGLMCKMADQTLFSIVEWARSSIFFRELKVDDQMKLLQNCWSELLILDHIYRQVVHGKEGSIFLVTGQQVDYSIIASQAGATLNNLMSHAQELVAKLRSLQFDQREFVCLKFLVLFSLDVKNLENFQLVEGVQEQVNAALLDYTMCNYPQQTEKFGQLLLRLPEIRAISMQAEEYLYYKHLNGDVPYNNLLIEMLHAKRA
ABHD5-PLIN5 inh: inhibitors of human ABHD5-perilipin-5 interaction; inhibition, % at 4 µM; Split G. princeps luciferase complementation, luminescence, 4 h; Q00G26+Q8WTS1; 360,000 tested, 0.78% active; AID 602281;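 active = inhibition above the mean inhibition across every tested compound plus 3 SD, cut at about 22% in these data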;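 note: 0% = DMSO only wells and the 100% control is not disclosed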
NCOA3 inh: inhibitors of human steroid receptor coactivator 3 (SRC3). Q9Y6Q9. AID 588352. inhibition, % at 3.6 µM. HEK293 GAL4-SRC3 luciferase reporter, luminescence. 360,000 tested, 0.17% active;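 active = inhibition above a per-campaign cutoff, the mean of all compounds plus 3 SD, cut at about 60% in these data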;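 note: 0% = DMSO-treated cells and 100% = gossypol-treated cells at 36 µM; higher means less SRC3-driven luciferase light from the GAL4 reporter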
TLR9-MyD88 inh: inhibitors of human TLR9-MyD88 binding; Q9NR96+Q99836; CHO BLA complementation TLR9-MyD88, CCF4 FRET ratio; inhibition, % at 4.98 µM; 340,000 tested, 0.21% active; AID 504734;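 active = inhibition above the mean over all tested compounds plus 3 SD, cut at about 21% in these data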;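 note: 0% = DMSO only wells and 100% = clavulanate BLA inhibitor control wells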
NOD2-RIPK2 inh: NOD2-RIPK2 protein interaction inhibition | CHO BLA complementation NOD2-RIPK2, CCF4 ratio | O43353 | inhibition, % at 4.98 µM | AID 624267 | 360,000 tested, 0.38% active; in the data active = inhibition above about 21%;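 note: 0% = vehicle only and 100% = reference blocker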
TROY signal inh: inhibitors of TROY-dependent NF-kB signaling. Q293 LMP1-TROYcd NF-kB luciferase reporter, 4 h. inhibition, % at 10 µM. 360,000 tested, 0.98% active. AID 1347056;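 active = compounds whose plate-normalised and pattern-corrected inhibition of the luciferase reporter signal at the single screening dose is 50% or more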
COUP-TFII inh: NR2F2 (human) inhibition, primary screen; P24468; HEK293T NGFI-A luciferase reporter, luminescence; inhibition, % at 8.6 µM; 370,000 tested, 0.7% active; AID 686940;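 active = inhibition above a per-plate cutoff, mean inhibition of test wells between control levels plus 3 SD, cut at about 38% in these data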;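 note: cells cotransfected with COUP-TFII expression vector driving the NGFI-A reporter; 0% = median of COUP-TF2 test wells and 100% = reporter-only cells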
Target sequence (P24468 whole entry, looked up): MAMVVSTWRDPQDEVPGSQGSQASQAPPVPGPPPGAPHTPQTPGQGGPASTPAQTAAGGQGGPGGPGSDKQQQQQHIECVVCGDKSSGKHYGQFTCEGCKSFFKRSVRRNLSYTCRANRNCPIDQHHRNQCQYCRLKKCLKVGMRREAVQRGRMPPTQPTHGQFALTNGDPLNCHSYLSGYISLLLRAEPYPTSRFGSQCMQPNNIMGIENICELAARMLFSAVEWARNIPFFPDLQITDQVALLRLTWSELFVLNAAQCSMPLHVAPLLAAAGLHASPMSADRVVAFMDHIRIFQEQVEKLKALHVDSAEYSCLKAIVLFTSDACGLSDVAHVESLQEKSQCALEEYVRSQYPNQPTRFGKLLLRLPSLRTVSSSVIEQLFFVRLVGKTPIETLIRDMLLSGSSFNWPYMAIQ
Numbers without * were called inactive. Only part of the results is shown; the hit share may differ from the screen's.

`CCOC(=O)C(=O)N(C)c1c(CC)nc2c(OCc3cccc(Cl)c3)cccn12` gave TWEAK Fn14 block -6, Exocytosis inh -5, SRC1 inh 4, NCOA2 inhibitor -25, NR5A2 inv ag -19, ABHD5-PLIN5 inh 4, NCOA3 inh -15, NOD2-RIPK2 inh 4, TROY signal inh -6 and COUP-TFII inh -6.
For CCN1CCN(C(=O)NC2CC(=O)N(c3ccc(OC)cc3)C2)CC1 (stereo not given) the results were TWEAK Fn14 block -2, Exocytosis inh -3, SRC1 inh -7, NCOA2 inhibitor -9, NR5A2 inv ag -1, ABHD5-PLIN5 inh 3, NCOA3 inh 14, TLR9-MyD88 inh 6, NOD2-RIPK2 inh 2, TROY signal inh -26 and COUP-TFII inh -11.
COc1ccccc1CCC(=O)OCC(=O)N1CCN(S(=O)(=O)c2ccc(C)cc2C)CC1 was read as TWEAK Fn14 block -11, Exocytosis inh -5, SRC1 inh -9, NCOA2 inhibitor -1, NR5A2 inv ag 10, ABHD5-PLIN5 inh 4, NCOA3 inh 14, TLR9-MyD88 inh 8, NOD2-RIPK2 inh -5, TROY signal inh 4 and COUP-TFII inh 2.
For CCOC(=O)C1(C)CCCN(C(=O)c2cccc(OC(F)(F)F)c2)C1 (stereo not given) the results were TWEAK Fn14 block 0, Exocytosis inh 8, SRC1 inh -10, NCOA2 inhibitor 11, NR5A2 inv ag 9, ABHD5-PLIN5 inh -6, NCOA3 inh 14, NOD2-RIPK2 inh -13, TROY signal inh -11 and COUP-TFII inh -10.
COc1cc(/C=N/NC(=O)NC23CC4CC(CC(C4)C2)C3)ccc1OCC(N)=O was read as TWEAK Fn14 block 9, Exocytosis inh -8, SRC1 inh 28, NCOA2 inhibitor 7, NR5A2 inv ag 10, ABHD5-PLIN5 inh 1, NCOA3 inh -2, TLR9-MyD88 inh 7, NOD2-RIPK2 inh -5, TROY signal inh 39 and COUP-TFII inh -5.
For O=C(c1ccnc(Cl)c1)N1CCCC(Nc2ccc(F)cc2)C1 (stereo not given) the results were TWEAK Fn14 block 15, Exocytosis inh 8, SRC1 inh -69, NCOA2 inhibitor -2, NR5A2 inv ag -9, ABHD5-PLIN5 inh 3, NCOA3 inh 0, TLR9-MyD88 inh 5, NOD2-RIPK2 inh 4, TROY signal inh 5 and COUP-TFII inh 19.
`CN(C(=O)c1cccc(NC(=O)Cc2ccc(NC(=O)C3CCN(C(=O)C4CCCC4)CC3)cc2)c1)C1CC1` gave TWEAK Fn14 block -17, Exocytosis inh -2, SRC1 inh -1, NCOA2 inhibitor 0, NR5A2 inv ag -17, ABHD5-PLIN5 inh -2, NCOA3 inh -22, TLR9-MyD88 inh -19, NOD2-RIPK2 inh 0, TROY signal inh 1 and COUP-TFII inh -21.
Cc1ccc2cc(C3CC(c4ccco4)=NN3S(=O)(=O)c3ccccc3)c(Cl)nc2c1 (stereo not given) was read as TWEAK Fn14 block -47, Exocytosis inh 0, SRC1 inh -30, NCOA2 inhibitor -5, NR5A2 inv ag -19, ABHD5-PLIN5 inh 8, NCOA3 inh -14, TLR9-MyD88 inh 0, NOD2-RIPK2 inh 4, TROY signal inh 18 and COUP-TFII inh 5.
`CC(=O)NC1=NN(C(C)=O)C(C)(CS(=O)(=O)c2ccc(Cl)cc2)S1` (stereo not given) gave TWEAK Fn14 block -2, Exocytosis inh -1, SRC1 inh 8, NCOA2 inhibitor 13, NR5A2 inv ag 5, ABHD5-PLIN5 inh 2, NCOA3 inh 19, TLR9-MyD88 inh 0, NOD2-RIPK2 inh 1, TROY signal inh 5 and COUP-TFII inh 4.
CC(=O)c1cnn(-c2ccccc2)c1C was read as TWEAK Fn14 block -13, Exocytosis inh -3, SRC1 inh 11, NCOA2 inhibitor -14, NR5A2 inv ag 15, ABHD5-PLIN5 inh 10, NCOA3 inh 11, TLR9-MyD88 inh 6, NOD2-RIPK2 inh 4, TROY signal inh -6 and COUP-TFII inh -12.
Screening O=C(Nc1nc2ccccc2s1)C1CC(=O)N(c2ccc(F)cc2)C1 (stereo not given) returned TWEAK Fn14 block 6, Exocytosis inh -1, SRC1 inh -11, NCOA2 inhibitor 25, NR5A2 inv ag 20, ABHD5-PLIN5 inh -5, NCOA3 inh 18, TLR9-MyD88 inh 2, NOD2-RIPK2 inh -10, TROY signal inh 11 and COUP-TFII inh 15.
Screening COc1cccc(-c2cc(C(=O)NCc3ccc(Cl)cc3)no2)c1 returned TWEAK Fn14 block -13, Exocytosis inh -2, SRC1 inh 16, NCOA2 inhibitor 3, NR5A2 inv ag -5, ABHD5-PLIN5 inh 1, NCOA3 inh 8, TLR9-MyD88 inh -6, NOD2-RIPK2 inh -11, TROY signal inh -34 and COUP-TFII inh 10.
O=C(OCC(=O)c1cccs1)c1ccccc1 was read as TWEAK Fn14 block -14, Exocytosis inh -2, SRC1 inh -15, NCOA2 inhibitor -24, NR5A2 inv ag -2, ABHD5-PLIN5 inh 2, NCOA3 inh -2, TLR9-MyD88 inh 7, NOD2-RIPK2 inh 6, TROY signal inh -65 and COUP-TFII inh 4.
CN(C#N)c1nc(N2CCOCC2)nc(N2CCOCC2)n1 was read as TWEAK Fn14 block -1, Exocytosis inh -1, SRC1 inh -7, NCOA2 inhibitor -14, NR5A2 inv ag 16, ABHD5-PLIN5 inh -3, NCOA3 inh 4, TLR9-MyD88 inh -2, NOD2-RIPK2 inh -2, TROY signal inh 11 and COUP-TFII inh -7.
For COc1ccc(CCNC(=O)CCCCCN2C(=O)[C@@H]3Cc4ccccc4CN3C2=O)cc1OC the results were TWEAK Fn14 block -8, Exocytosis inh -3, SRC1 inh -11, NCOA2 inhibitor -7, NR5A2 inv ag 12, ABHD5-PLIN5 inh -1, NCOA3 inh 23, TLR9-MyD88 inh -3, NOD2-RIPK2 inh -6, TROY signal inh 16 and COUP-TFII inh 9.
For Cn1cc(-c2nnnn2-c2cccc(C(F)(F)F)c2)c(C(F)(F)F)n1 the results were TWEAK Fn14 block 5, Exocytosis inh -1, SRC1 inh -13, NCOA2 inhibitor 11, NR5A2 inv ag 3, ABHD5-PLIN5 inh 0, NCOA3 inh 4, TLR9-MyD88 inh 12, NOD2-RIPK2 inh -4, TROY signal inh 3 and COUP-TFII inh 4.
For O=C(/C=C/c1ccco1)OCC(=O)c1cccc([N+](=O)[O-])c1 the results were TWEAK Fn14 block 27, Exocytosis inh -1, SRC1 inh -13, NCOA2 inhibitor -30, NR5A2 inv ag -3, ABHD5-PLIN5 inh 3, NCOA3 inh -11, TLR9-MyD88 inh -13, NOD2-RIPK2 inh -14, TROY signal inh -20 and COUP-TFII inh -20.
O=S(=O)(NCCc1c[nH]c2ccccc12)c1ccc(F)cc1 was read as TWEAK Fn14 block -3, Exocytosis inh -10, SRC1 inh 1, NCOA2 inhibitor -19, NR5A2 inv ag 4, ABHD5-PLIN5 inh 1, NCOA3 inh -2, TLR9-MyD88 inh -6, NOD2-RIPK2 inh 5, TROY signal inh 9 and COUP-TFII inh -9.
`O=C(C1CCC(CNS(=O)(=O)c2cccc3nsnc23)CC1)N1CCN(c2ccccn2)CC1` (stereo not given) gave TWEAK Fn14 block 6, Exocytosis inh -2, SRC1 inh 1, NCOA2 inhibitor 23, NR5A2 inv ag -5, ABHD5-PLIN5 inh 2, NCOA3 inh 13, TLR9-MyD88 inh -9, NOD2-RIPK2 inh -2, TROY signal inh 20 and COUP-TFII inh 19.
Screening CCCOn1c(OCC(C)C)nc2ccccc2c1=O returned TWEAK Fn14 block 21, Exocytosis inh 0, SRC1 inh 10, NCOA2 inhibitor -25, NR5A2 inv ag -6, ABHD5-PLIN5 inh -2, NCOA3 inh -10, TLR9-MyD88 inh -9, NOD2-RIPK2 inh -3, TROY signal inh 14 and COUP-TFII inh 0.
For Cc1ccccc1N1CCN(Cc2cccc(C(=O)O)c2)CC1 the results were TWEAK Fn14 block 3, Exocytosis inh -5, SRC1 inh -20, NCOA2 inhibitor 2, NR5A2 inv ag 6, ABHD5-PLIN5 inh 1, NCOA3 inh 4, TLR9-MyD88 inh 6, NOD2-RIPK2 inh -2, TROY signal inh 8 and COUP-TFII inh 5.
O=C(CN1CCc2cc3c(cc2C1)OCCCO3)Nc1ccccc1 was read as TWEAK Fn14 block 36, Exocytosis inh -4, SRC1 inh -23, NCOA2 inhibitor -4, NR5A2 inv ag 1, ABHD5-PLIN5 inh -1, NCOA3 inh -6, TLR9-MyD88 inh -14, NOD2-RIPK2 inh -9, TROY signal inh 0 and COUP-TFII inh -3.
`COc1ccc(Oc2nc3c(c(=O)n(C)c(=O)n3C)n2Cc2cccc(OC)c2)cc1` gave TWEAK Fn14 block 9, Exocytosis inh -3, SRC1 inh -6, NCOA2 inhibitor 10, NR5A2 inv ag 9, ABHD5-PLIN5 inh -1, NCOA3 inh 0, TLR9-MyD88 inh 7, NOD2-RIPK2 inh -4, TROY signal inh 3 and COUP-TFII inh 4.
For O=C(Nc1ccc2c(c1)OCCO2)C1C(c2ccccc2)=Nc2ccccc2N1C(=O)c1cccnc1 (stereo not given) the results were Exocytosis inh 3, NCOA2 inhibitor -44, NR5A2 inv ag -65, ABHD5-PLIN5 inh 10, NOD2-RIPK2 inh -2 and COUP-TFII inh -134.
Cc1ccc(S(=O)(=O)N2CCOC2CNC(=O)C(=O)NCc2ccccn2)cc1 (stereo not given) was read as TWEAK Fn14 block 9, Exocytosis inh 4, SRC1 inh -45, NCOA2 inhibitor 9, NR5A2 inv ag 15, ABHD5-PLIN5 inh 1, NCOA3 inh 20, TLR9-MyD88 inh -12, NOD2-RIPK2 inh 1, TROY signal inh 0 and COUP-TFII inh -5.
Screening CCC1NC(=O)c2cccnc2-n2c1nc1ccc(F)cc1c2=O (stereo not given) returned TWEAK Fn14 block -3, Exocytosis inh 3, SRC1 inh -12, NCOA2 inhibitor -25, NR5A2 inv ag 3, ABHD5-PLIN5 inh 5, NCOA3 inh 1, TLR9-MyD88 inh -4, NOD2-RIPK2 inh -3, TROY signal inh 3 and COUP-TFII inh 1.
Cn1c(/C(C#N)=C(\O)c2ccc(S(=O)(=O)N3CCCCC3)cc2)nc2ccccc21 was read as TWEAK Fn14 block 11, Exocytosis inh 0, SRC1 inh 0, NCOA2 inhibitor 20, NR5A2 inv ag 3, ABHD5-PLIN5 inh 0, NCOA3 inh -8, TLR9-MyD88 inh -14, NOD2-RIPK2 inh -4, TROY signal inh 29 and COUP-TFII inh -20.
Screening Cc1ccccc1Nc1n[nH]c(=S)s1 returned TWEAK Fn14 block -10, Exocytosis inh 9, SRC1 inh -4, NCOA2 inhibitor -12, NR5A2 inv ag -53, ABHD5-PLIN5 inh -8, NCOA3 inh -8, TLR9-MyD88 inh -4, NOD2-RIPK2 inh -4, TROY signal inh -6 and COUP-TFII inh -11.
O=C(N/N=C/c1c[nH]c2ccc(Br)cc12)c1ccn(Cc2ccc(Cl)cc2Cl)n1 was read as TWEAK Fn14 block -10, Exocytosis inh 0, SRC1 inh -14, NCOA2 inhibitor -10, NR5A2 inv ag -1, ABHD5-PLIN5 inh 8, NCOA3 inh 17, TLR9-MyD88 inh -8, NOD2-RIPK2 inh -3, TROY signal inh -6 and COUP-TFII inh -8.
